DDE Tn7 FP inh = DD(E)-Tn7 binding inhibition, primary FP screen; FP displacement of FITC-Tn7 peptide from fibrin DD(E); 0% = median of compound wells per plate; inhibition, % at 8.3 µM; 370,000 compounds, 0.13% hits; AID 720508;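 active means inhibition above the mean of compounds falling within the control limits plus 3 SD of them, cut at about 14% in these data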;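 further: 0% = plate median of compound wells and 100% = 10 µM Aha-Tn7 peptide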
Target sequence (P02675 whole entry, looked up): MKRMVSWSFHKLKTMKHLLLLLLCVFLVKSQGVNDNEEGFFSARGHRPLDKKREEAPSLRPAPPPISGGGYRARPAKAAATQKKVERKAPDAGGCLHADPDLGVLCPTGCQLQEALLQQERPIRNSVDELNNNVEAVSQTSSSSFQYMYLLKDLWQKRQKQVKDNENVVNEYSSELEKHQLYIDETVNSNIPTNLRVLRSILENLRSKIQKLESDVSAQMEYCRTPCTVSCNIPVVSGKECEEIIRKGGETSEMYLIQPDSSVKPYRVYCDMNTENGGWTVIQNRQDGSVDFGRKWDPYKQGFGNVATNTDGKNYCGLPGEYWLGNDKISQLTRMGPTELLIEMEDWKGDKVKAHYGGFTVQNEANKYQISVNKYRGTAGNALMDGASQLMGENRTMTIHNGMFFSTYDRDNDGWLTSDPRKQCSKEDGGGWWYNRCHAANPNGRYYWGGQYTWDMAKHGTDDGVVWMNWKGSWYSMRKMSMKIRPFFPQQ
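Also added: labelled Tn7 tracer, 0.1 µM; Assay system: human fibrin DD(E) protein; Amount: 2 µM fibrin DD(E); Schedule: 10 min compound pre-incubation, 3 h probe incubation at room temperature; Repeats: one replicate per compound; Read-out basis: percent inhibition; Measured by: fluorescence polarization of the labelled Tn7 tracer.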
TCR CD3 inh = inhibitors of human TCR-CD3 interaction; TAMRA-labeled TCR probe fluorescence, biochemical; inhibition, % at 9.4 µM; 360,000 compounds, 0.37% hits; in the data active means inhibition above about 19%;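 further: recombinant mutant TCR 2C K166C tagged with TAMRA read by polarization; 0% = receptor in buffer alone and 100% = receptor with positive control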
ABHD4 inh = ABHD4 (mouse) inhibition, primary FP screen | Q8VD66 | purified mABHD4, FP-Rh probe fluorescence polarization | inhibition, % at 8.92 µM | 370,000 compounds, 0.54% hits;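 active means inhibition exceeding the mean over every tested compound plus 3 SD, cut at about 30% in these data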;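 further: 0% = plate median of compound wells and 100% = S159A mutant with DMSO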
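System: mouse ABHD4 enzyme, wild type / Medium: HEPES pH 7.0, NaCl, Pluronic buffer / Reagent: FP-Rh activity-based fluorescent probe / Control set: S159A mutant high control, sample median low control / Detection: fluorescence polarization with parallel and perpendicular emission, 525/598 nm / Schedule: 45 min + 60 min at 25 °C / Compound dosing: 8.92 µM, single dose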
HTRA1 inhibitor = blocks human HTRA1 serine peptidase; Q92743; recombinant HTRA1, FP-rhodamine activity-based probe, fluorescence polarization; inhibition, % at 5.96 µM; 340,000 compounds, 0.5% hits; AID 504803; in the data active means inhibition above about 36%;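 further: 0% = enzyme with DMSO and 100% = wells lacking enzyme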
Target sequence (Q92743 whole entry, looked up): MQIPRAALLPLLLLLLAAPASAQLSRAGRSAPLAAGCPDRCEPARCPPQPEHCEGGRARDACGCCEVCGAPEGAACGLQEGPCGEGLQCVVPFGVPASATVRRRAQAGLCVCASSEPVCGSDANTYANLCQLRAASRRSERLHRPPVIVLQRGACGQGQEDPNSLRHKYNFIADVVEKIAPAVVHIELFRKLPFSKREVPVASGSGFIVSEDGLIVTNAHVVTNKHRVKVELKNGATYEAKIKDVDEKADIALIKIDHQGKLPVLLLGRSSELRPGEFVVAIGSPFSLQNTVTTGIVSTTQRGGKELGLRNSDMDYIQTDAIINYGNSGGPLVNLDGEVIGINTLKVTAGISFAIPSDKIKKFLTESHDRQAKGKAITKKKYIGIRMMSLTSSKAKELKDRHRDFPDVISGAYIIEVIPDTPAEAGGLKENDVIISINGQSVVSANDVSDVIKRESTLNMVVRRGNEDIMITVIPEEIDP
UHRF1 binding = UHRF1 methyl-DNA binding inhibition. inhibition, % at 4.4 µM. AID 687016. UHRF1 binding to methylated oligo, TR-FRET. Q96T88. 370,000 compounds, 0.75% hits; in the data active means inhibition above about 21%;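 further: UHRF1 SRA domain binding a hemimethylated CpG hairpin DNA probe; 0% = median of test compound wells and 100% = reference inhibitor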
PG9 binder = binds the HIV-1 gp120 antibody PG9 | inhibition, % at 6.7 µM | TR-FRET gp120-PG9 antibody binding | 360,000 compounds, 0.43% hits; in the data active means inhibition above about 8.5%
LEDGF integ inh = blocks HIV-1 LEDGF/p75-dependent DNA integration | TR-FRET IN-LEDGF/p75 DNA integration, Eu/Cy5 | inhibition, % at 3.7 µM | 370,000 compounds, 0.64% hits | AID 743269;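 active means inhibition above the screen-wide mean plus 3 SD, cut at about 13% in these data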;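 further: signal is the Cy5 over europium emission ratio at 671 and 618 nm; 0% = plate median of compound wells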
SIAE inh = blocks human sialic acid acetylesterase. SIAE FP-Rh probe binding, fluorescence polarization. inhibition, % at 9.66 µM. 370,000 compounds, 0.69% hits. AID 1053197;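 active means inhibition above a cutoff: mean of compounds within the control limits plus 3 SD of those, cut at about 17% in these data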;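 further: 0% = plate median of compound wells and 100% = probe without SIAE protein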
PRMT1 FP inh = inhibitors of human PRMT1. Q99873. recombinant PRMT1, activity-based probe fluorescence polarization. inhibition, % at 2.79 µM. 370,000 compounds, 1.3% hits. AID 652257;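 active means inhibition above about 21% made by adding two undisclosed values, limit read from the data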
TDP2 inh = TDP2 (human) inhibition, absorbance primary screen; O95551; inhibition, % at 12.8 µM; recombinant TDP2, T5PNP hydrolysis, p-nitrophenol absorbance 415 nm; AID 720702; 370,000 compounds, 0.34% hits;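 active means inhibition above the mean of all tested compounds plus 3 SD, set per campaign, cut at about 25% in these data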;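 further: 0% = DMSO with enzyme and 100% = buffer with substrate but no TDP2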
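Test system: human TDP2 enzyme; Input: 120 nM TDP2 per well; Buffer or medium: Mg2+-containing Tris-HCl buffer, pH 7.5; Reagent: 5 mM T5PNP; Dosing: 12.8 µM single point, 1% DMSO; Incubation: reaction 2 h, 37 °C; Detection: p-Nitrophenol epi absorbance; Read-out: % inhibition relative to enzyme-containing and enzyme-free wells; Replicates: single well per compound.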
* = called active by the depositor; · = not tested or not shown; & = joins results of further samples.

SMILES | DDE Tn7 FP inh | TCR CD3 inh | ABHD4 inh | HTRA1 inhibitor | UHRF1 binding | PG9 binder | LEDGF integ inh | SIAE inh | PRMT1 FP inh | TDP2 inh
COc1cc(C(=O)Nc2ccc(N3CCN(C(=O)c4ccc(C)cc4)CC3)cc2)cc(OC)c1OC | -5 | 1 | 1 | 2 | 0 | 0.6 | 4 | 21* | 2 | 0
CCCS(=O)(=O)NC(=O)C1(C)CCCN(C(=O)c2cccc(OC(F)(F)F)c2)C1 (configuration not stated) | 7 | 3 | 0 | · | 1 | 0.9 | 2 | 1 | 4 | -2
O=C(Nc1nccs1)C1CC2CCC1C2 (configuration not stated) | -2 | 0 | -2 | 10 | -1 | 1.2 | -4 | -2 | 2 | -3
COc1ccc(C(=O)CCC(=O)Nc2ccc(N3CCN(C)CC3)cc2)cc1OC | -1 | 7 | 6 | 2 | 0 | -1.7 | 2 | 6 | -3 | 0
CSc1ccc(/C=C(\C#N)C(=O)NC2CCCCC2C)cc1 (configuration not stated) | 7 | -1 | 10 | -23 | 5 | 0.5 | -2 | -3 | 0 | 0
CC(C)CCN1CCN(Cc2cccc(C(F)(F)F)c2)CC1CCO (configuration not stated) | -5 | -4 | 3 | 0 | 0 | -0.5 | 4 | 0 | -6 | -8
O=C1OC[C@H]2CCCN2C(=O)[C@@H](CC(=O)N(CCO)Cc2ccccc2)C/C=C\C[C@@H]1Cc1ccc(F)cc1 | -7 | 9 | -4 | -3 | 0 | -2.7 | 1 | 5 | 2 | -13
O=C(NC(=S)NCCc1ccccc1)c1cccc(Cl)c1 | 2 | -4 | -9 | -28 | -2 | -0.2 | -5 | -4 | -1 | -1
CCOC(=O)C1CCN(C(=O)COC(=O)c2oc3ccccc3c2C)CC1 | 1 | 1 | -1 | -3 | 3 | -0.8 | 2 | -9 | -1 | 2
CCN1CCN(c2ncc(C(=O)Nc3c(F)cc(F)cc3Br)c3ccccc23)CC1 | 1 | -3 | -10 | 6 | 6 | -2.2 | 2 | -3 | -2 | -17
O=C(C[n+]1ccccc1)Nc1ccc(Cl)c([N+](=O)[O-])c1 | 4 | -2 | -1 | -2 | -3 | 0.7 | -2 | -6 | 0 | 7
CC(C)c1ccc(CNC(=O)C2(C)CCCN2C)cc1 (configuration not stated) | -6 | -2 | 6 | · | 1 | 0.0 | -3 | -1 | 1 | -6
Cc1cccc(CN2CCC(CNC(=O)Nc3ccccc3F)CC2)c1 | -4 | 1 | -6 | -11 | 0 | 0.5 | 1 | -3 | -4 | 13
Nc1c(C(=O)Nc2ccc(F)cc2)sc(=S)n1-c1ccccc1F | -1 | 2 | 0 | -4 | -1 | 1.1 | 4 | 1 | 14 | -15
OCCN(CC(O)Cn1ccc2ccccc21)CC(O)Cn1ccc2ccccc21 (configuration not stated) | -4 | -5 | 2 | -1 | -2 | -0.3 | 2 | 1 | -1 | 2
C=CCc1ccccc1OCC(O)CN1CCN(Cc2ccc3c(c2)OCO3)CC1 (configuration not stated) | 2&-3 | 6&-2 | 4&2 | -2&4 | 3&4 | 1.9&-3.3 | -3&3 | -27&2 | 4&4 | -12&-9
NCCCn1c(C(=O)c2ccc(Cl)cc2)c2ccc(C(F)(F)F)cc2[n+]1[O-] | 6 | 10 | 12 | -6 | -3 | -0.7 | 1 | -7 | 0 | -14
CC(=O)c1c(C)[nH]c(C(=O)OCC(=O)Nc2nnc(-c3ccccc3)o2)c1C | -9 | 2 | 2 | 11 | -1 | -1.8 | 1 | -7 | 0 | -5
Cc1cc(C)c(O)c(-c2n[nH]c3c2C(c2cccc(O)c2)N(Cc2ccco2)C3=O)c1 (configuration not stated) | -2 | -11 | -46 | 4 | 0 | 0.6 | 5 | -19 | -5 | -32
CN(CCNC(=O)C1CCC(=O)N(Cc2ccc(Cl)cc2)C1)CCc1ccccc1 (configuration not stated) | -3 | 0 | 1 | 3 | -1 | 0.1 | 2 | 11 | -5 | 8
CCOc1ccc(C2C(C(=O)OC)=C(C)N=C3SCCC(=O)N32)cc1OCC (configuration not stated) | -4 | 0 | -6 | -4 | -2 | 0.1 | 0 | -6 | 1 | -2
O=C(NNS(=O)(=O)c1ccccc1)C1CCN(S(=O)(=O)c2ccccc2)CC1 | -10 | -3 | 3 | 2 | -1 | -0.5 | 0 | -1 | 1 | 8
O=C(O)C1C(c2ccccc2)C(C(=O)Oc2ccc(O)cc2)C1c1ccccc1 (configuration not stated) | 1 | -1 | -1 | -3 | 4 | -0.7 | -1 | 1 | 6 | -3
Cc1[nH]n2c(=O)c3c(nc2c1-c1ccccc1)CCCC3 | 3 | -3 | -6 | 8 | 0 | 0.1 | 0 | 2 | 0 | 7
CC(C)CCCC(C)NS(=O)(=O)Cc1ccccc1 (configuration not stated) | -10 | -3 | 3 | -4 | 2 | -1.2 | 0 | -1 | -2 | -7
CCOCCCN1CN(Cc2ccccc2)CNC1=S | -6 | -3 | 8 | -3 | -2 | -0.7 | 1 | 3 | -1 | 7
CCC(NC(=O)c1ccccc1NC(=O)c1ccco1)C(=O)NNC(=O)c1ccncc1 (configuration not stated) | 10 | 7 | -12 | · | 4 | 0.1 | -1 | -3 | 7 | 2
Cc1cccc(C)c1NC1=NC2(CCCCC2)N=C(N)N1 | -7 | 3 | -3 | -5 | -2 | -0.6 | 1 | -4 | -4 | 0
Cc1cccc(-c2cc(C(=O)N3CCCc4ccccc43)c3ccccc3n2)c1 | -7 | 0 | -13 | -36 | 1 | -0.9 | 5 | -9 | -3 | -9
CC(C)CN(C(=O)C1CCC1)c1c(N)n(Cc2ccccc2)c(=O)[nH]c1=O | 4 | -1 | -4 | 2 | 3 | -1.7 | -3 | 5 | -3 | -4

An excerpt from above in order of count of non-hydrogen atoms, descending:
SMILES | DDE Tn7 FP inh | TCR CD3 inh | ABHD4 inh | HTRA1 inhibitor | UHRF1 binding | PG9 binder | LEDGF integ inh | SIAE inh | PRMT1 FP inh | TDP2 inh
CC(=O)c1c(C)[nH]c(C(=O)OCC(=O)Nc2nnc(-c3ccccc3)o2)c1C | -9 | 2 | 2 | 11 | -1 | -1.8 | 1 | -7 | 0 | -5
NCCCn1c(C(=O)c2ccc(Cl)cc2)c2ccc(C(F)(F)F)cc2[n+]1[O-] | 6 | 10 | 12 | -6 | -3 | -0.7 | 1 | -7 | 0 | -14
Cc1cccc(C)c1NC1=NC2(CCCCC2)N=C(N)N1 | -7 | 3 | -3 | -5 | -2 | -0.6 | 1 | -4 | -4 | 0
CCOCCCN1CN(Cc2ccccc2)CNC1=S | -6 | -3 | 8 | -3 | -2 | -0.7 | 1 | 3 | -1 | 7

Following part.
SMILES | DDE Tn7 FP inh | TCR CD3 inh | ABHD4 inh | HTRA1 inhibitor | UHRF1 binding | PG9 binder | LEDGF integ inh | SIAE inh | PRMT1 FP inh | TDP2 inh
COc1ccc(S(=O)(=O)N(C)C[C@H]2Oc3ccc(NC(=O)Cc4ccccc4)cc3C(=O)N([C@H](C)CO)C[C@@H]2C)cc1 | 4 | 0 | 5 | -26 | -1 | -2.8 | -1 | -1 | 1 | -3
Nc1c(-c2ccccc2)cnn1-c1cccc(Cl)c1 | -1 | -5 | -2 | -2 | 0 | -1.0 | -4 | 0 | 2 | 5
COc1ccc(S(=O)(=O)NCC(=O)Nc2ccc(F)cc2)cc1 | 7 | 4 | 4 | -2 | 12 | 0.4 | -3 | 1 | 2 | 5
C/C(=N/NC(=O)CSc1nnc(SCc2ccc(C)cc2)s1)c1cccc(O)c1 | -2 | · | -15 | · | 0 | · | 0 | 8 | 3 | -7
CC(=O)Nc1nc2c(s1)CCc1ccccc1-2 | -1 | -3 | 0 | -4 | 4 | -0.3 | 4 | 3 | -2 | -4
Cc1ccc(NC(=O)c2ccc(CS(=O)(=O)Cc3ccccc3C)o2)cc1C | 1 | · | 2 | · | 0 | · | -2 | -2 | 7 | 6
CC(C)C[C@H](NC1(C(=O)NC2CCCCC2)CCN(C)CC1)C(=O)NCC(c1ccccc1)c1ccccc1 | 4 | · | 1 | · | 2 | · | 2 | -3 | 3 | -3
Cc1cc(C)cc(NC(=O)N2CCC(c3nc4ccccc4o3)CC2)c1 | 5 | 1 | -2 | -10 | 0 | -0.7 | -3 | 1 | 0 | 6
CCOC(=O)c1c(C)n(C(=O)c2ccco2)c(=O)n1C(=O)c1ccco1 | 1 | -1 | 5 | -4 | 0 | -1.3 | -1 | -2 | -3 | 6
O=C(N=Nc1c(O)[nH]c2ccc(Cl)cc12)c1cc(-c2cccs2)nc2ccccc12 | 2 | -8 | -14 | -2 | -2 | -1.5 | 3 | -11 | -3 | -25
CCN(c1cccc(C)c1)S(=O)(=O)c1ccc(OC)c([N+](=O)[O-])c1 | 4 | -4 | -5 | -9 | 1 | -0.4 | -1 | -5 | 5 | -3
CN(C)S(=O)(=O)c1ccc(C(=O)N2CCCC2c2nc3ccccc3s2)cc1 (configuration not stated) | -1 | 3 | -8 | 1 | 1 | -0.7 | 1 | -4 | -2 | -11
C=CCN1N=C(c2ccc(NC(=O)c3ccccc3)cc2)CSC1=O | -2 | -4 | 2 | -9 | 1 | -0.3 | 4 | -14 | -4 | -9
COc1ccc(OC)c(CN2C(=O)CCC2(C)c2nnnn2Cc2ccccc2)c1 (configuration not stated) | -4 | -1 | 0 | · | 4 | -1.2 | 0 | -8 | 2 | -8
COc1ccc(C2=NS(=O)(=O)N(C)C(C(=O)N3CCCCC3)=C2)cc1 | 1 | -12 | 3 | -6 | 0 | -0.6 | -3 | -1 | 4 | -4
CC(=O)c1ccc(Cc2ccc(C(C)=O)s2)s1 | 1 | -7 | 3 | -3 | 0 | 2.6 | 0 | -1 | 2 | 5
O=C(NC(=S)Nc1nc(-c2ccccc2)cs1)c1cccs1 | 3 | 1 | -3 | -6 | -4 | 0.3 | 0 | -1 | -3 | 2
Cc1ccccc1Oc1cccc(C(=O)/C(C#N)=C/N(C)C)c1 | -5 | 0 | 2 | -11 | -2 | 0.3 | 0 | -3 | 1 | 0
O=C(Nc1cccc(F)c1)N1C2CCC1CC(O)(c1cccnc1)C2 (configuration not stated) | -4 | -1 | -5 | 9 | -1 | 0.1 | 7 | -1 | -4 | 1
O=C(CSc1nnc(-c2ccc(O)cc2)n1Cc1ccccc1)NNC(=O)c1ccc(Br)cc1 | 3 | 2 | -23 | -10 | 0 | 1.1 | 0 | -4 | -2 | 10
CC(C)[C@H](NC(=O)[C@@H]1CSC2c3ccccc3C(=O)N21)C(=O)NCc1ccncc1 (some centres not stated) | 0 | -1 | -2 | -3 | -2 | -1.4 | 4 | 16 | 9 | 12
COCCCNC(=O)c1ccc2sc([C@@H]3O[C@H](CO)[C@H](O)[C@H](O)[C@H]3O)nc2c1 | -2 | 5 | 3 | · | 1 | -0.2 | -3 | 1 | -2 | 1

Screening results from PubChem.
